# High-throughput results (PubChem)
# Tcruzi prolif – inhibitors of T. cruzi proliferation; actives 5.9% (n = 77,000); inhibition, % at 8.34 µM; T. cruzi beta-gal in NIH3T3, GalScreen luminescence, 90 h;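 active = mean inhibition above about 93%, with at least 55% of replicates each passing it, limit read from the data, passing the limit was not always enough; inconclusive = only one of those two conditions holds; inactive = neither condition holds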
# KDM4C inh – KDM4C (human) demethylase inhibition | Q9H3R0 | actives 0.15% (n = 96,000) | AID 720574 | inhibition, % at 12.5 µM | GST-KDM4C 2-372, H3K9me3 peptide, LANCE TR-FRET;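 active = mean replicate inhibition above about 25%, with at least 55% of replicates also reaching it, limit read from the data, passing the limit was not always enough; inconclusive = only one of those two conditions met; inactive = neither condition met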
# Target sequence (Q9H3R0 2-372 limits assumed): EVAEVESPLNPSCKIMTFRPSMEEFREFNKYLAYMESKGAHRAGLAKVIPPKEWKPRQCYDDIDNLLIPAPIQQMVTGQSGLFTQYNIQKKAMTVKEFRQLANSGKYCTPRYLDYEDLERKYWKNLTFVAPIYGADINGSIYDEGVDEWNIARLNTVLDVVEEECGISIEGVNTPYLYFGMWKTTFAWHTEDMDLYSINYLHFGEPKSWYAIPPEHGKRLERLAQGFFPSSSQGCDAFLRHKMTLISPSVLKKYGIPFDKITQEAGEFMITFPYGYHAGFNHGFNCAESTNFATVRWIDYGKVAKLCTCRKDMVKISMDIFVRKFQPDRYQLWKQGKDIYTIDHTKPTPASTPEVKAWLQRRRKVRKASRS
#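 Assay system: GST-GASC-1 enzyme fragment 2-372 | Amount: 10 nM enzyme | Medium: HEPES buffer, pH 7.5, plus ascorbate | Reagent: H3K9me3 peptide substrate, Fe(II), 2-oxoglutarate | Doses: Single-point compound screen | Incubation: 30 min demethylation and 1 h detection at room temperature | Measured by: LANCE TR-FRET, excitation 340 nm, emissions 618 and 671 nm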
# Pf Dd2 growth – blocks growth of Plasmodium falciparum Dd2 parasites | P. falciparum Dd2 growth, SYBR Green, 72 h; hits give low values | activity change, % at 10 µM | actives 2.3% (n = 94,000) | AID 1159554; in the data active = activity change below about -80%; inconclusive = no clear call, values can overlap the other calls
# C diff growth – blocks growth of Clostridium difficile. growth activity, negative = inhibition, % at 16 µg/mL (by protocol). actives 0.25% (n = 86,000). Clostridium difficile clinical isolate growth, OD600, 24 h; hits give low values;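 active = mean growth activity at or below -80% and every replicate also at or below -80%; inconclusive = mean at or below -80% but some replicate above -80%; inactive = mean growth activity above -80%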;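 note: 0% = DMSO wells and -100% = levofloxacin 16 µg/mL wells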
# The depositor's hits bear a star; u = inconclusive; x = no result given; & = joins results of further samples.
SMILES,Tcruzi prolif,KDM4C inh,Pf Dd2 growth,C diff growth
C[C@@H]1CN([C@@H](C)CO)C(=O)c2cccc(NC(=O)Nc3ccc(F)cc3)c2O[C@@H]1CN(C)S(=O)(=O)c1cccs1,5,-0.6,-15,-5
CN1[C@@H]2c3ccc(-c4cccc(F)c4)c(=O)n3C[C@H]1[C@H](CO)[C@H]2C(=O)NCc1ccccc1,6,4.5,x,3
C[C@H](CO)N1C[C@H](C)[C@@H](CN(C)S(=O)(=O)c2ccc(Cl)cc2)Oc2c(NC(=O)C3CC3)cccc2C1=O,20,-2.6,12,-1
CC(C)NC(=O)N(C)C[C@H]1Oc2ccc(NC(=O)CCCCCC(=O)Nc3ccccc3N)cc2C(=O)N([C@@H](C)CO)C[C@@H]1C,x,-0.1,45,-4
Cc1ccc(S(=O)(=O)N[C@H]2CC[C@@H](CC(=O)N3CCc4ccccc4C3)O[C@H]2CO)cc1,-99,0.1,-3,x
C[C@@H]1CN([C@H](C)CO)C(=O)c2cc(NC(=O)Cc3ccccc3)ccc2O[C@@H](C)CCCCO[C@@H]1CN(C)S(=O)(=O)c1cn(C)cn1,26,-0.1,-58,2
C[C@@H]1CN([C@@H](C)CO)C(=O)Cc2cc(NC(=O)C3CC3)ccc2O[C@@H]1CN(C)Cc1ccc(Cl)c(Cl)c1,75,-0.9,-18,-3
Cc1noc(C)c1NC(=O)Nc1ccc2c(c1)C(=O)N([C@@H](C)CO)C[C@@H](C)[C@@H](CN(C)Cc1ccc(Oc3ccccc3)cc1)O2,35,2.0,13,-9
COCC(=O)N1CC2(C1)CN(Cc1nccs1)[C@H](CO)c1c2c2ccc(OC)cc2n1C,x,0.4,-41,11
COc1ccc(S(=O)(=O)Nc2ccc3c(c2)C(=O)N([C@H](C)CO)C[C@H](C)[C@H](CN(C)C(=O)Nc2ccc(C(F)(F)F)cc2)OCCCC[C@H](C)O3)cc1,82,0.8,-37,20
O=S(=O)(c1ccccc1F)N1CCCCN2[C@H](CO)[C@H](c3ccc(-c4ccccc4)cc3)[C@@H]2C1,22,-0.6,-7,2
C[C@H](CO)N1C[C@H](C)[C@@H](CN(C)C(=O)Nc2cccc3ccccc23)Oc2ccc(NC(=O)Nc3cccc4ccccc34)cc2CC1=O,x,2.9,-89*,1
CO[C@@H]1CN(C)C(=O)c2ccc(NS(=O)(=O)CC(F)(F)F)cc2OC[C@H](C)N(C(=O)c2ccc3c(c2)OCO3)C[C@H]1C,-14,1.3,17,1
CC=Cc1ccc2n(c1=O)C[C@H]1[C@H](CO)[C@@H](C(=O)NCCc3cn(C)cn3)[C@@H]2N1C(=O)C1CCC1 (mixture of isomers),x,2.7,4,-5
CC(C)CC#Cc1ccc2c(c1)O[C@H](CN(C)Cc1ccccc1F)[C@H](C)CN([C@@H](C)CO)S2(=O)=O,u,0.9,-65,x
C[C@H](CO)N1C[C@H](C)[C@@H](CN(C)C(=O)c2ccccc2F)Oc2ncc(C#Cc3ccncc3)cc2C1=O,x,-1.8,5,10
C[C@H](CO)N1C[C@H](C)[C@H](CN(C)Cc2ccccc2)Oc2cc(C#C[C@@H](C)O)ccc2S1(=O)=O,-123,x,-56,4
COc1cccc(S(=O)(=O)N2CCCCN3[C@H](CO)[C@@H](c4ccc(-c5cccnc5)cc4)[C@H]3C2)c1,55,0.1,2,-12
COc1cccc(S(=O)(=O)N2CC3(CN[C@@H](CO)c4c3c3ccc(OC)cc3n4C)C2)c1,x,-0.6,2,-3
CC(C)c1cn(CC[C@@H]2CC[C@@H](NS(=O)(=O)c3ccc(F)cc3)[C@@H](CO)O2)nn1,-19,-0.7,2,-2
CO[C@@H]1CN(C)C(=O)c2cc(C#N)ccc2OC[C@H]2O[C@H](CC[C@H]2OC)CCN(C)C(=O)[C@H]1C,-61,-0.7,10,x
CCCC(=O)N1CCC2(CC1)CN(C(=O)Cc1ccccn1)[C@@H](CO)c1[nH]c3cc(OC)ccc3c12,x,-0.3,-28,1
C[C@@H]1CN([C@H](C)CO)C(=O)c2cc(NC(=O)Cc3cn(C)c4ccccc34)ccc2O[C@@H]1CN(C)S(C)(=O)=O,20,1.3,5,0
C[C@H](CO)N1C[C@H](C)[C@H](CN(C)C(=O)NC2CCCCC2)Oc2ccc(NS(C)(=O)=O)cc2CC1=O,-9,-0.9,9,-1
O=C(C[C@H]1CC[C@@H]2[C@H](COC[C@H](O)CN2Cc2ccccc2F)O1)NCc1ccccc1F,0,0.8,5,2

# Sorted by formula weight (low to high): part of the list above.
SMILES,Tcruzi prolif,KDM4C inh,Pf Dd2 growth,C diff growth
COCC(=O)N1CC2(C1)CN(Cc1nccs1)[C@H](CO)c1c2c2ccc(OC)cc2n1C,x,0.4,-41,11
CO[C@@H]1CN(C)C(=O)c2cc(C#N)ccc2OC[C@H]2O[C@H](CC[C@H]2OC)CCN(C)C(=O)[C@H]1C,-61,-0.7,10,x
Cc1noc(C)c1NC(=O)Nc1ccc2c(c1)C(=O)N([C@@H](C)CO)C[C@@H](C)[C@@H](CN(C)Cc1ccc(Oc3ccccc3)cc1)O2,35,2.0,13,-9

# Other records.
SMILES,Tcruzi prolif,KDM4C inh,Pf Dd2 growth,C diff growth
C[C@@H]1CN([C@H](C)CO)C(=O)c2cc(NC(=O)Nc3ccccc3)ccc2O[C@@H](C)CCCCO[C@H]1CN(C)S(=O)(=O)c1cn(C)cn1,35,-0.8,10,2
C[C@@H]1CN([C@@H](C)CO)S(=O)(=O)c2ccc(-c3ccccc3)cc2O[C@H]1CN(C)C(=O)CC1CC1,33,0.4,-35,-2
COc1ccc(NC(=O)Nc2ccc3c(c2)C(=O)N([C@@H](C)CO)C[C@H](C)[C@@H](CN(C)C(=O)CCC(F)(F)F)OCCCC[C@H](C)O3)cc1,73,0.1,-7,-12
Cc1cc(C(=O)Nc2cccc3c2O[C@H](CN(C)Cc2ccc(C(=O)O)cc2)[C@H](C)CN([C@@H](C)CO)C3=O)n(C)n1,x,-1.2,10,0
CO[C@H]1CN(C)C(=O)c2ccc(NC(=O)NC(C)C)cc2OC[C@H](C)N(C(=O)NC(C)C)C[C@@H]1C,x,x,11,0
CC(C)C(=O)Nc1ccc2c(c1)C(=O)N(C)[C@H]1CC[C@H](CC(=O)NCc3cccc(F)c3)O[C@@H]1CO2,12,-0.8,-1,0
O=C(c1ccccc1)N1CC[C@@H]2[C@H]1c1cc(C#Cc3cccnc3)ccc1N[C@@H]2CO,28,-3.6,-1,-32
CCC(=O)Nc1ccc2c(c1)C(=O)N(C)[C@H]1CC[C@@H](CC(=O)NCc3ccccc3Cl)O[C@@H]1CO2,-3,0.5,-9,-2
COC(=O)C[C@@H]1CC[C@@H]2[C@H](COc3ccc(NC(=O)c4ccccc4F)cc3C(=O)N2C)O1,-26,0.4,x,-3
CN(C)CC#Cc1ccc([C@H]2[C@H](CO)N3C(=O)CN(C(=O)Cc4ccccc4)C[C@@H]23)cc1,x,0.5,23,-5
CCCNC(=O)N1CCC2(CC1)CN(Cc1cccc(F)c1)[C@H](CO)c1[nH]c3cc(OC)ccc3c12,x,0.1,-83*,1
COc1ccc(-c2ccc3c(c2)[C@@H]2[C@@H](CCN2S(=O)(=O)c2ccccc2F)[C@@H](CO)N3C)cc1,82,5.0,-20,-10
COc1ccc(S(=O)(=O)Nc2cccc3c2O[C@H](CN(C)Cc2ccc(Cl)c(Cl)c2)[C@H](C)CN([C@H](C)CO)C3=O)cc1,-12,3.4,27,x
O=C(NC[C@H]1[C@H](c2ccccc2)[C@H](CO)N1C(=O)C1CCC1)NC1CCCC1,44,-2.1,8,-4
C[C@@H]1CN([C@@H](C)CO)C(=O)c2cc(C#CCN(C)C)cnc2O[C@@H]1CN(C)C(=O)Cc1ccncc1,39,5.5,39,1
COCC#Cc1cnc2c(c1)C(=O)N([C@@H](C)CO)C[C@@H](C)[C@@H](CN(C)S(C)(=O)=O)O2,-23,1.2,22,2
CS(=O)(=O)N1CCCCN2[C@H](CO)[C@H](c3ccc(Br)cc3)[C@@H]2C1,-17,1.3,-10,-4
COCC#Cc1ccc2c(c1)O[C@@H](CN(C)Cc1ccccn1)[C@H](C)CN([C@H](C)CO)S2(=O)=O,8,2.6,-44,-4
CCCC(=O)Nc1ccc2c(c1)OC[C@H](C)N(Cc1ccccc1)C[C@H](C)[C@@H](OC)CN(C)C2=O,x,1.6,18,-12
CO[C@H]1CN(C)C(=O)c2cc(NC(C)=O)ccc2OC[C@H](C)N(C(=O)c2cnccn2)C[C@@H]1C,-28,0.3,-2,x
O=C(C[C@H]1C[C@H]2c3cc(NC(=O)Nc4ccc(C(F)(F)F)cc4)ccc3O[C@H]2[C@@H](CO)O1)NCCc1ccccc1,83,-1.4,-6,8
COc1ccc2c3c([nH]c2c1)[C@H](CO)N(C(=O)CN(C)C)CC31CN(C(=O)c2cccnc2)C1,x,0.1,60,-4
O=C(C1CCCCC1)N1C[C@H]2[C@@H](c3ccccc31)[C@@H](CO)N2Cc1ccccc1Cl,101*,0.4,-14,-2
COc1ccc(C#Cc2ccc([C@@H]3[C@H](CO)N4C(=O)CN(C(=O)C5CCOCC5)C[C@@H]34)cc2)cc1,x,-0.6,11,-12
C[C@H](CO)N1C[C@H](C)[C@@H](CN(C)S(=O)(=O)c2cccs2)Oc2ccc(NC(=O)C3CC3)cc2C1=O,x,18,29,-4

# Full records, looked up by structure:
# Results for COc1ccc2c3c([nH]c2c1)[C@H](CO)N(C(=O)CN(C)C)CC31CN(C(=O)c2cccnc2)C1 = Tcruzi prolif: x; KDM4C inh: 0.1; Pf Dd2 growth: 60; C diff growth: -4
# Results for CN1[C@@H]2c3ccc(-c4cccc(F)c4)c(=O)n3C[C@H]1[C@H](CO)[C@H]2C(=O)NCc1ccccc1 = Tcruzi prolif: 6; KDM4C inh: 4.5; Pf Dd2 growth: x; C diff growth: 3
# Results for O=C(C[C@H]1C[C@H]2c3cc(NC(=O)Nc4ccc(C(F)(F)F)cc4)ccc3O[C@H]2[C@@H](CO)O1)NCCc1ccccc1 = Tcruzi prolif: 83; KDM4C inh: -1.4; Pf Dd2 growth: -6; C diff growth: 8

# The results go on.
SMILES,Tcruzi prolif,KDM4C inh,Pf Dd2 growth,C diff growth
CCCC(=O)Nc1ccc2c(c1)OC[C@@H](C)N(CCC(F)(F)F)C[C@@H](C)[C@@H](OC)CN(C)C2=O,3,0.5,2,x
C[C@@H]1CCCCO[C@H](CN(C)Cc2ccc3c(c2)OCO3)[C@H](C)CN([C@H](C)CO)C(=O)c2cc(NS(=O)(=O)c3ccccc3)ccc2O1,x,1.2,-76,x
C[C@@H]1CN([C@H](C)CO)C(=O)c2cc(NC(=O)NC3CCCCC3)ccc2O[C@@H]1CN(C)Cc1ccc(C(=O)O)cc1,x,-0.8,23,3
CC(C)NC(=O)Nc1ccc2c(c1)C(=O)N([C@@H](C)CO)C[C@@H](C)[C@H](CN(C)Cc1ccncc1)OCCCC[C@H](C)O2,15,0.8,1,-5
CN1C(=O)c2cc(NC(=O)C3CC3)ccc2OC[C@H]2O[C@H](CC(=O)NCCc3ccncc3)CC[C@@H]21,-12,3.2,8,2
CC(C)c1cn(CC[C@H]2CC[C@@H](NS(=O)(=O)c3ccccc3)[C@H](CO)O2)nn1,-50,0.5,7,38
C[C@H](CO)N1C[C@H](C)[C@@H](CN(C)C(=O)NC2CCCCC2)Oc2ccc(NC(=O)NC3CCCCC3)cc2CC1=O,48,1.5,19,-3
COc1ccc(S(=O)(=O)N(C)C[C@@H]2Oc3cc(Br)ccc3S(=O)(=O)N([C@H](C)CO)C[C@@H]2C)cc1,u,-1.8,-37,7
COCC(=O)N[C@H]1CC[C@H](CC(=O)NCc2ccccc2OC)O[C@H]1CO,14,0.0,4,x
CCS(=O)(=O)Nc1ccc2c(c1)C(=O)N(C)C[C@H](OC)[C@@H](C)CN(C)[C@@H](C)CO2,-23,-0.9,16,-4
O=C(C[C@@H]1CC[C@@H]2[C@H](COC[C@H](O)CN2Cc2ccc(C(F)(F)F)cc2)O1)N1CCc2ccccc2C1,x,2.0,-67,76&23
C[C@H](CO)N1C[C@H](C)[C@@H](CN(C)S(=O)(=O)c2ccccc2)OCCCC[C@H](C)Oc2ccc(NC(=O)NC3CCCCC3)cc2C1=O,x,0.6,-80,-3
CO[C@@H]1CN(C)C(=O)c2ccc(NS(=O)(=O)c3ccc(-c4ccccc4)cc3)cc2OC[C@H](C)NC[C@H]1C,x,-0.3,22,x
CO[C@@H]1CN(C)C(=O)c2cc(NC(C)=O)ccc2OC[C@@H](C)N(C(=O)c2ccccc2F)C[C@H]1C,-44,0.7,12,x
Cc1ccc(S(=O)(=O)N[C@H]2C=C[C@@H](CC(=O)O)O[C@@H]2CO)cc1,-38,-1.9,7,0
COc1ccc(C#Cc2ccc3c(c2)[C@@H]2[C@@H](CCN2C(=O)c2ccccc2F)[C@H](CO)N3)cc1,100*,0.1,-33,2
CCC(=O)N1CCCCN2[C@H](C1)[C@@H](c1ccc(C#Cc3cccnc3)cc1)[C@@H]2CO,59,0.1,11,-4
C[C@@H]1CCCCO[C@H](CN(C)C)[C@H](C)CN([C@H](C)CO)C(=O)c2cc(NC(=O)NC3CCCCC3)ccc2O1,29,0.7,-22,-5
